# Screens: PubChem BioAssay, National Center for Advancing Translational Sciences (NCATS)
# FH mod – Identification of activators of human fumarate hydratase by quantitative high-throughput screening. FH coupled MDH/diaphorase resazurin fluorescence, 15 min. Potency, µM (highest dose often 79.9 µM), for the others: at the top dose activity change, negative = inhibition, actives largely listed as inhibitors. 54,000 tested, 0.22% active. AID 1347055, 2019; note: potency is the fitted concentration of half-maximal effect; % is set by controls: 0 for no effect and ±100 for the full control effect; the screen sought activators but most active calls are inhibition curves; nearly all actives have a fitted effect of over 45% in size
# Target sequence (P07954 whole entry, looked up): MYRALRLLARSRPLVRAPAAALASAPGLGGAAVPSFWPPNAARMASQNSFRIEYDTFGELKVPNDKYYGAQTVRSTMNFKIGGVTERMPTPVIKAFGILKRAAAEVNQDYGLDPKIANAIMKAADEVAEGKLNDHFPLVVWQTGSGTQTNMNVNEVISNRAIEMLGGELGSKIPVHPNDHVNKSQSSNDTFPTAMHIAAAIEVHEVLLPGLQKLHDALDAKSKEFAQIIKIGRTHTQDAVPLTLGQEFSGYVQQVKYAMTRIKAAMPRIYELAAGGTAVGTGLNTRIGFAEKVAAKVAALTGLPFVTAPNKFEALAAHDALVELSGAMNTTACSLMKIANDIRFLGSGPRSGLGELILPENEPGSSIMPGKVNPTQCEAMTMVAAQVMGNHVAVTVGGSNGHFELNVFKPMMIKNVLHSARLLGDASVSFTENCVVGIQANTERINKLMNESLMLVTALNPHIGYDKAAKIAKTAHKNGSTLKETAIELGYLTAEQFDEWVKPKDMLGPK
# p53null 39C kill – kills p53 null cells at the nonpermissive temperature. H1299 p53-null (neo) cells, 39C, ATPlite viability, 24 h. Potency, µM (top dose mostly 46.1 µM), inactives show at the top dose activity, negative = cell killing, actives largely listed as cytotoxic. 55,000 tested, 0.97% active. AID 904;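 note: potency is the fitted concentration of half-maximal effect; 0% = DMSO only and -100% = full killing by 100 µM tamoxifen; nearly all actives have a fitted effect of over 50% in size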
#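 H1299 lung cancer cells, p53-null (H1299-neo) or expressing p53 A138V (H1299-p53A138V), were plated overnight at 37C, then exposed to compounds at up to 46 uM for 24 hr at 39C. Viability was read by ATP-based luminescence.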
# GALK inhibitor – inhibitors of human galactokinase (GALK); P51570; recombinant GALK, Kinase-Glo ATP luminescence, 1 h; Potency, µM (doses to about 57.5 µM), for the others: at the highest dose activity, negative = inhibition, actives largely listed as inhibitors; 44,000 tested, under 10 active;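 note: plate controls were full GALK reaction for no effect and reaction lacking GALK for full effect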
#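 5 nM GALK; 35 uM ATP; 100 uM D-galactose; 20 mM HEPES pH 8.0, 5 mM MgCl2, 60 mM NaCl, 1 mM DTT, 0.01% BSA; 1 h RT; Kinase-Glo Plus luminescence.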
# B2AR arrestin ag – agonists recruiting beta-arrestin to human beta2-adrenergic receptor. Potency, µM (series often up to 46.1 µM), inactives show at the highest dose activation, actives largely listed as activators. HTLA Tango cells, beta-arrestin recruitment, luciferase luminescence, 18 h. P07550. 44,000 tested, under 10 active;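 note: potency is the fitted concentration of half-maximal effect; 0% = DMSO and full agonism = EC100 isoproterenol or metaproterenol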
#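 Tango cells expressing recombinant beta2-AR and beta-arrestin were treated with compounds (up to 46 microM titration) in DMEM with 1% FBS for 18 hr at 37 degrees C. Beta-arrestin recruitment drove tTA-dependent luciferase, read by luminescence; curves were fitted and classed.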
# NTMT1 inhibitor – NTMT1 methyltransferase inhibition. NTMT1 MTase-Glo SAH luminescence, purified enzyme. 59,000 tested, 2.5% active. Q9BV86. Potency, µM (highest dose often 114 µM), for inactives: at the top dose activity change, negative = inhibition, usual class: inhibitors;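 note: potency is the fitted concentration of half-maximal effect; plate controls were DMSO vehicle for no effect and no enzyme for full effect; nearly all actives have a fitted effect of over 65% in size; many of its hits are not listed in these tables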
# Target sequence (Q9BV86 whole entry, looked up): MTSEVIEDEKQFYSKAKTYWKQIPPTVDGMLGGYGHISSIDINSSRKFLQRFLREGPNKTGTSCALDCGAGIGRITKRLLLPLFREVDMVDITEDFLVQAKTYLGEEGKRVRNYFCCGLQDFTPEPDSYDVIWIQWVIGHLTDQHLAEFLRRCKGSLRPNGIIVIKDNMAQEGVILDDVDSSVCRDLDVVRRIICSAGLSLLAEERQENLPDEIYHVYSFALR
# p53null 32C kill – selectivity test: cytotoxicity in p53 null cells, permissive temperature; Potency, µM (titrated, usually from 46.1 µM), without a hit: at the top dose activity change, negative = cytotoxicity, most hits filed as cytotoxic; 55,000 tested, 0.62% active; H1299-neo p53 null cells, ATP luminescence, 24 h, 32C; AID 903;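 note: potency is the fitted concentration of half-maximal effect; 0% = DMSO only and -100% = full killing by 100 µM tamoxifen; nearly all actives have a fitted effect of over 55% in size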
#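 We seeded p53-null H1299-neo cells, incubated them overnight at 37C, and added compounds across a range up to 46 uM. After 24 hours at 32C, ATP reagent was applied for 20 min at room temperature and luminescence recorded.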
# PTAP-TSG101 blk – inhibitors of HIV-1 PTAP binding to human TSG101, validation; Potency, µM (titrated, usually from 115 µM), for the others: top-dose activity change, negative = inhibition, most hits filed as inhibitors; Q99816; 44,000 tested, under 10 active; Fluorescence polarization, FITC-PTAP peptide/Tsg101, 20 min; note: potency is the fitted concentration of half-maximal effect; 0% is about no effect
#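 Fluorescence polarization: Tsg101 binding domain (10 uM final) in 10 mM HEPES pH 7.5, 0.15 M NaCl, 0.01% Tween 20, 3 mM EDTA, 0.1 mM TCEP; compounds pinned; FITC-PTAP peptide 50 nM final; 20 min, r.t.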
# Starred values were filed as active, the others as inactive; ? = inconclusive; . = not tested or not shown; [ ] = remark or other dose. Calls come from the whole dose curve; as a rule, active = well fitted curve in the direction sought with a large enough effect; inconclusive = small, poorly fitted or top-dose-only effect, or another doubt; inactive = no such curve, though single readings can be large; an effect the other way counts as inactive or inconclusive.
nr	smiles	FH mod	p53null 39C kill	GALK inhibitor	B2AR arrestin ag	NTMT1 inhibitor	p53null 32C kill	PTAP-TSG101 blk
1	COc1ccc(-n2c(=O)c3c4c(sc3n(Cc3ccc(C(C)(C)C)cc3)c2=O)CCC4)c(OC)c1	-19.6%	5.8%	-1.9%	0.0%	7.0%	10.3%	1.4%
2	CC(C)c1ccccc1NC(=O)CN1C(=O)c2cccc3cccc1c23	1.5%	-14.1%	0.0%	0.4%	3.4%	-3.0%	-6.5%
3	CCc1ccc(CN2CCc3nc(Nc4ccccc4)ncc3C2)cc1	-6.9%	-19.0%	-0.2%	0.5%	-17.5%	-5.5%	-4.3%
4	Cc1ccc2nc(-c3ccncc3)c(Nc3ccc(C(C)C)cc3)n2c1	-22.2%	?	2.4%	-1.4%	3.9%	11.5%	-7.4%
5	COc1ccc(-c2noc(CSc3nnc(C)n3-c3cccc(C)c3)n2)cc1	-20.6%	-5.1%	2.7%	0.5%	1.3%	-7.3%	2.3%
6	CCOC(=O)c1c(C)c(C(=O)NCCc2ccc(OC)cc2)c(C)n1C	-10.1%	5.6%	-1.7%	0.7%	1.6%	-7.4%	-4.3%
7	Cc1ccccc1OCC(=O)Nc1ccc(S(=O)(=O)Nc2ncccn2)cc1	-3.2%	-14.3%	-2.7%	-1.1%	8.2%	0.8%	0.2%
8	CCc1ccc(NC(=O)C2CCN(c3nn4c(=O)cc(C)nc4s3)CC2)cc1	-12.7%	-24.1%	0.0%	-1.6%	-17.0%	11.9%	-2.4%
9	COc1ccc(Cl)cc1NC(=O)C(C)Sc1nc2c(c(=O)[nH]1)CCCC2 (stereo unspecified)	?	6.5%	1.7%	-2.3%	11.5%	-1.4%	-8.3%
10	O=C(NCC(c1cccs1)S(=O)(=O)c1cccs1)c1c(F)cccc1F (stereo unspecified)	7.6%	-9.6%	0.7%	0.1%	-3.2%	-5.4%	-2.5%
11	Cc1nc(N2C(=O)c3oc4ccccc4c(=O)c3C2c2cccc(OCCC(C)C)c2)sc1C (stereo unspecified)	?	-6.8%	3.7%	0.6%	-9.2%	-0.8%	1.2%
12	CC(C)NC(=O)c1ccc(-n2c(-c3ccccc3)cc3c2CCCCC3)cc1	-14.6%	40.9%[activator]	0.1%	2.7%	-0.2%	23.7%	0.9%
13	Cc1ccc(C)c(N2CCN(C(=O)c3ccc4c(c3)c(C)c(C)n4C)CC2)c1	?	25.1µM*	1.2%	-0.3%	-5.0%	34.5%[activator]	4.1%
14	COc1ccc(C(=O)Nc2cc(C(F)(F)F)ccc2N2CCN(c3ccccc3)CC2)cc1OC	9.1%	-3.6%	1.9%	0.7%	9.4%	?	1.0%
15	Cc1cc(C)c2oc(-c3cccc(NC(=O)COc4ccccc4Cl)c3C)nc2c1	3.8%	-16.7%	5.6%	-2.2%	?	3.2%	-1.4%
16	COc1cccc(-c2cc(C(=O)Nc3ccc(C)cc3)[nH]n2)c1	-12.6%	-0.3%	1.9%	-1.2%	5.1%	-9.0%	-0.9%
17	CN1C(=O)c2ccccc2Sc2ccc(NC(=O)Cc3c(F)cccc3Cl)cc21	-1.2%	-4.1%	1.4%	0.5%	?	-7.9%	-3.1%
18	CCOc1ccc(NC(=O)c2cc(S(=O)(=O)NC3CCCCCC3)ccc2F)cc1	-26.4%	-0.6%	0.8%	2.9%	5.6%	62.2%[activator]	-1.4%
19	Cc1ccc(N2CCN(C(=O)c3cn(C)c4ccc(S(=O)(=O)N(C)C5CCCCC5)cc4c3=O)CC2C)cc1 (stereo unspecified)	-1.6%	9.9%	1.3%	0.7%	-3.3%	6.6%	-4.0%
20	CCN1CCN(C(c2cccc(OC)c2)c2c(O)cc(C)n(Cc3ccco3)c2=O)CC1 (stereo unspecified)	?	1.3%	-0.7%	-1.4%	-16.6%	2.1%	3.8%
21	CC(C)(C)c1ccc(C(=O)NCC(c2cccs2)S(=O)(=O)c2cccs2)cc1 (stereo unspecified)	?	19.8%	0.1%	-0.1%	-2.8%	38.1%[activator]	-1.9%
22	Cc1nn(C)c(C)c1CCNC(=O)Nc1cccc(Cl)c1C	-17.8%	3.9%	-1.9%	-0.4%	13.2%	-3.9%	0.2%
23	Cc1ccc(CCNS(=O)(=O)c2c(C)nc3sc(C)c(C)n3c2=O)cc1	-4.0%	-20.8%	2.9%	-0.4%	4.5%	-6.9%	-3.6%
24	Cc1ccc(C2CC(=O)N(Cc3ccccc3)c3c2c(C)nn3-c2nc(C)cc(C)n2)cc1 (stereo unspecified)	7.6%	-2.1%	1.5%	-0.9%	12.1%	5.2%	2.0%
25	CCOc1ccccc1-n1ccnc(NCc2ccc(F)cc2)c1=O	9.4%	-32.6%	-1.2%	8.0%	-6.4%	-2.5%	-3.7%
26	CCOC(=O)c1ccc(-n2c(C)nc3c(cnn3-c3ccc(Cl)cc3)c2=O)cc1	1.9%	-7.4%	0.0%	0.8%	9.1%	-2.4%	0.2%
27	Cc1cccc(-n2c(-c3ccco3)nc3c(cnn3-c3ccc(F)cc3)c2=O)c1	-16.9%	48.5%[activator]	0.1%	-0.2%	-4.4%	38.3%[activator]	6.7%
28	COc1ccc(S(=O)(=O)NCC(c2ccco2)S(=O)(=O)c2cccs2)cc1F (stereo unspecified)	0.7%	-26.8%	0.2%	-1.9%	-0.9%	3.2%	-3.7%
29	CCCN(CCC)S(=O)(=O)c1ccc(C(=O)Nc2cccc(-c3nc4ccccc4[nH]3)c2)cc1	-25.9%	15.5%	1.6%	-0.7%	-14.8%	17.2%	-2.4%
30	CCCS(=O)(=O)c1c(S(=O)(=O)CCC)c2cc(CC)ccn2c1C(=O)c1ccc(Cl)cc1	21.8%	-2.2%	-2.0%	0.0%	6.3%	-3.7%	3.6%
31	Cc1ccc(-n2nc3c(N4CCC(C(=O)N(C)Cc5ccccc5)CC4)nnc(C)c3c2C)cc1	-7.3%	-19.8%	?	1.3%	?	3.1%	4.4%
32	Cc1ccccc1Nc1c(-c2ccsc2)nc2c(C)cccn12	-22.5%	-27.1%	3.8%	0.4%	-4.4%	18.0%	-2.8%
33	CCCCOc1ccc(C(=O)Nc2cc(-c3ccc(C)cc3)no2)cc1	-4.7%	5.2%	9.7%	-0.8%	-3.8%	3.0%	-1.3%
34	CCOc1ccc(C(=O)N(Cc2sccc2C)C2CCS(=O)(=O)C2)cc1 (stereo unspecified)	-1.2%	3.3%	0.5%	0.9%	11.0%	3.3%	0.7%
35	CCOc1ccccc1NC(=O)CSc1ccc2nc(-c3ccccc3)cn2n1	-27.6%	0.7%	-2.0%	-0.5%	?	8.2%	-0.5%
36	Cc1ccc(-n2ncc3c(NCCC4=CCCCC4)ncnc32)cc1C	-12.4%	16.9%	0.9%	0.5%	?	-4.4%	-4.1%
37	CCOc1ccc(CCNC(=O)c2cc(C)nc3c2c(C)nn3-c2cccc(F)c2)cc1	2.3%	-14.5%	-3.8%	-0.7%	-5.7%	-3.4%	-7.8%
38	CCCS(=O)(=O)c1nc(S(=O)(=O)c2ccc(C)cc2)c(NCCCOC(C)C)s1	-18.8%	-5.0%	0.1%	-2.7%	4.5%	4.0%	-2.3%
39	CSc1cccc(NC(=O)CN2C(=O)COc3ccc(Cl)cc32)c1	-18.9%	-23.6%	4.5%	-0.1%	-9.0%	6.6%	-0.2%
40	COc1cccc(-c2nc3c(C#N)c[nH]n3c2NC2CCCCC2)c1	-20.3%	0.4%	4.5%	-0.1%	-4.3%	7.4%	1.2%
41	COc1cccc(CN2CCc3nc(Nc4ccc5c(c4)OCCO5)ncc3C2)c1	-8.2%	-13.5%	-0.1%	-0.4%	1.3%	-18.7%	-16.0%
42	CC1CCN(S(=O)(=O)c2cc(C(=O)Nc3ccc(Br)cc3F)n(C)c2)CC1	1.9%	1.7%	0.4%	-0.3%	?	14.0%	-0.1%
43	COc1ccc(CCNC(=O)CCn2c(=O)c3ccccc3n(Cc3ccccc3)c2=O)cc1OC	-3.0%	-8.6%	-1.5%	-2.1%	?	0.0%	6.8%
44	CCCN(c1ccc(C(C)C)cc1)S(=O)(=O)c1ccc2c(c1)oc(=O)n2CC(=O)OCC	-11.1%	-9.5%	-1.4%	-2.3%	-1.2%	0.2%	2.5%
45	CCOc1ccc(CC(=O)NCCc2csc(-c3ccc(C)cc3)n2)cc1	3.6%	8.9%	1.0%	-1.3%	19.0%	-6.8%	1.5%
46	COc1cc(OC)c(NC(=O)CCNS(=O)(=O)c2ccc3c(c2)oc(=O)n3C)cc1Cl	-5.7%	4.9%	5.1%	0.9%	-3.0%	-4.6%	0.3%
47	COc1ccc(C2C(=O)N(C3CCC(C)CC3)CC(=O)N2CCc2ccccc2)cc1OC (stereo unspecified)	.	-3.1%	-0.2%	-0.2%	.	2.2%	-3.0%
48	CCc1ccccc1NC(=O)c1cc(S(=O)(=O)N2CCc3ccccc32)ccc1F	-17.1%	9.4%	-1.3%	2.7%	-0.3%	5.6%	-1.4%
49	COc1ccc(OC)c(-c2csc(-c3c(N)c(C(=O)c4ccc(Cl)cc4)n4ccccc34)n2)c1	-1.7%	3.7%	-0.6%	-4.2%	-4.2%	-8.9%	-0.7%
50	CCOc1cc(C(=O)Nc2cccc3cccnc23)cc(OCC)c1OCC	-13.8%	-23.3%	6.7%	0.3%	6.2%	-6.6%	-3.4%
51	CC(C)NC(=O)C1=CC(c2ccc3c(c2)OCO3)=NS(=O)(=O)N1C	0.1%	-8.4%	-11.9%	-3.1%	14.3%	8.5%	-7.3%
52	CC(C)c1ccc(NC(=O)c2ccc(=O)n(Cc3ccccc3)c2)cc1	-13.2%	17.1%	1.9%	-1.9%	1.2%	-1.7%	-11.8%
53	CCN(CC)S(=O)(=O)c1ccc2c(c1)N(CC(=O)NCCCN1CCN(c3cc(C)ccc3C)CC1)C(=O)CO2	-28.0%	2.7%	-1.1%	0.8%	-15.5%	10.2%	-1.6%
54	Cc1ccc(-c2nnn3c2nc(NCCc2ccc(Cl)cc2)c2ccccc23)cc1	-2.1%	-19.9%	-2.1%	1.7%	10.9%	-14.4%	-0.8%
55	Cc1cccc(-n2ncc(C(=O)NCc3ccccn3)c2C2CCN(C(=O)OC(C)(C)C)CC2)c1	3.6%	-6.3%	3.2%	-1.3%	13.6%	4.6%	0.1%
56	COc1ccc(Cl)cc1NC(=O)N1CCC(CN2CCCCCC2)CC1	-0.9%	-4.7%	3.6%	1.3%	?	-14.5%	2.4%

# This is a subset. The share of hits here may be higher or lower than overall.
